SENP8 inh: SENP8 protease inhibitors, primary screen, biochemical, luminescence; inhibition, % at 10 µM; purified SENP8, Z-RLRGG-aminoluciferin cleavage; 1.2% of 330,000 active
Target sequence (Q96LD8 whole entry, looked up): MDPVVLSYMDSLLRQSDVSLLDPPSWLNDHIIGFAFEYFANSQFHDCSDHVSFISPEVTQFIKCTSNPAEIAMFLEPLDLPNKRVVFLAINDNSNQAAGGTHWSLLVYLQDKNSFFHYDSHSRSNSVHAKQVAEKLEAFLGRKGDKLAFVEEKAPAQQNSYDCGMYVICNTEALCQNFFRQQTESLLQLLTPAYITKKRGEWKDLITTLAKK
SENP7 inh: SENP7 protease inhibitors, primary screen, biochemical, luminescence, uHTS; recombinant SENP7, Z-RLRGG-aminoluciferin luminescence, 40 min; Sentrin-specific protease 7 (Homo sapiens), Q9BQF6; 1.5% of 330,000 active; inhibition, % at 5 µM;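 active means inhibition above about 50% at the single test dose, limit read from the data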;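 further: plate controls were DMSO with enzyme for no effect and no enzyme buffer wells for full effect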
Target sequence (Q9BQF6 706-1050 limits assumed): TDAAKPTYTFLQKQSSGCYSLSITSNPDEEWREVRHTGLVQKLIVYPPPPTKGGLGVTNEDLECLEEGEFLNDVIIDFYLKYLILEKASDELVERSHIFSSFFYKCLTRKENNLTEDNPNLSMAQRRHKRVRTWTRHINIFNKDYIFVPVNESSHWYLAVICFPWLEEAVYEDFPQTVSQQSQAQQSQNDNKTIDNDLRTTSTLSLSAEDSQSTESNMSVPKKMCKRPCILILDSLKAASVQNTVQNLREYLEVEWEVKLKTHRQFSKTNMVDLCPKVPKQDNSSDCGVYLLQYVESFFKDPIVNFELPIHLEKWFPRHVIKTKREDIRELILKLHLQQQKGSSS
HKDC1 inh: HKDC1 hexokinase inhibitors, primary screen, biochemical, fluorescence, uHTS; Q2TB90; inhibition, % at 20 µM; 0.16% of 340,000 active; AID 493160, 2011; recombinant HKDC1, G6PDH/diaphorase resazurin coupled fluorescence;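 active means inhibition above about 35% when tested at 20 µM, limit read from the data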;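 further: plate controls were DMSO wells with enzyme for no effect and DMSO wells lacking enzyme for full effect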
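test system = in-house recombinant HK5 (HKDC1) enzyme | amount = HKDC1 at 5 µg/mL | control set = DMSO-enzyme wells negative, buffer-substituted wells positive | compound = one dose of 20 µM, 1% DMSO | schedule = reaction time 90 min, room temperature, protected from light | technique = resorufin fluorescence at 613 nm | reagent = glucose with 1 mM ATP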
Apaf1 inhib: inhibitors of human Apaf-1 apoptosome, primary screen, biochemical, DEVD-Rh110 fluorescence, uHTS; inhibition, % at 20 µM; Apoptotic protease-activating factor 1 (Homo sapiens), O14727; AID 489030, 2010; 0.71% of 330,000 active; reconstituted apoptosome caspase-3 activity; active means inhibition of at least 40% at 20 µM;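 further: plate controls were DMSO wells for no effect and DEVD-CHO caspase inhibitor wells for full effect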
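System – cell-free apoptosome with Apaf-1, procaspase-3 and caspase-9 · Buffer or medium – pH 7.5 Hepes buffer with CHAPS, BSA, DTT · Also added – cytochrome c with DEVD-Rh110 · Times – 30 min compound preincubation, 50 min activation, room temperature · Technique – Rh110 fluorescence intensity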
Jurkat NFkB inh: inhibitors of induced NF-kB luciferase reporter, primary screen, TCR NF-kB activation inhibitor project, cell-based, luminescence, uHTS; Jurkat, PMA/ionomycin-induced NF-kB luciferase reporter; inhibition, % at 4 µM; 0.53% of 330,000 active; AID 435003, 2010
Gli-Sufu block: Gli-Sufu pathway antagonists, primary screen, luciferase luminescence, Sufu-KO-LIGHT cells, uHTS. 0.74% of 340,000 active. AID 588413, 2011. inhibition, % at 5 µM. Sufu-KO-LIGHT fibroblasts, Gli luciferase reporter luminescence;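 active means inhibition above about 55%, limit read from the data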;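 further: 0% = DMSO-treated cells and 100% = wells with medium but no cells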
697 NFkB inh: inhibitors of PMA/ionomycin-induced NF-kB reporter, 697 cells, primary screen, B-cell NF-kB inhibitor project, cell-based, luminescence, uHTS; 697 B-cell NF-kB luciferase reporter, 16 h; inhibition, % at 4 µM; 0.33% of 330,000 active; AID 435022, 2010; in the data active means inhibition above about 35%
UBC13 polyUb: UBC13 polyubiquitin chain formation inhibitors, primary screen, biochemical, TR-FRET, uHTS; Ubiquitin-conjugating enzyme E2 N (Homo sapiens), P61088; inhibition, % at 20 µM; 0.47% of 330,000 active; in the data active means inhibition above about 45%, passing the limit was not always enough
Target sequence (P61088 whole entry, looked up): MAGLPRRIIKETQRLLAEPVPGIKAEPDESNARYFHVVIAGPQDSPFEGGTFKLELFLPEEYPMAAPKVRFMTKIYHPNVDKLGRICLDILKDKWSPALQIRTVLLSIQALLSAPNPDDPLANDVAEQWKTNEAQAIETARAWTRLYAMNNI
Active calls of the source: *; . = not tested or not shown. Unless noted, no stated cut-off is given here; in the data, active means inhibition above about 50%; inactive means the rest.

SMILES | SENP8 inh | SENP7 inh | HKDC1 inh | Apaf1 inhib | Jurkat NFkB inh | Gli-Sufu block | 697 NFkB inh | UBC13 polyUb
Nc1nc(-c2cccnc2)nn1C(=O)CCc1ccccc1 | 2 | 1 | 4 | 2 | 4 | 5 | 30 | 12
O=c1c2ccccc2nnn1COc1ccc(F)cc1Cl | 19 | 19 | 1 | -1 | -54 | -7 | -49 | 7
O=C(Nc1ncn[nH]1)c1ccccc1O | -3 | 3 | -7 | -2 | 3 | 6 | 8 | 8
Cc1cccc(-n2nc(CC#N)c(C#N)c2N)c1 | -10 | -10 | -13 | 3 | 0 | -22 | 0 | -15
O=C(COc1ccccc1)NCC1CCCO1 (configuration not stated) | -4 | -1 | -3 | -6 | 0 | -16 | 2 | 4
CCc1ccccc1NC(=S)N(CCN(C)C)C(C)c1ccco1 (configuration not stated) | -3 | -6 | -6 | 5 | 0 | 19 | -11 | -9
CCc1noc(C)c1C(=O)N1CCCC(CCC(=O)NCc2cccc(OC)c2)C1 (configuration not stated) | 2 | 9 | -4 | 0 | 10 | -6 | 11 | -2
CN(CCO)c1c2c(nc3cc(-c4cccc(F)c4)nn13)CCCC2 | -3 | 5 | 0 | 9 | -80 | -42 | -132 | 9
O=C(NCCCSc1ccccc1)c1cnc(Cl)c(Cl)c1 | 15 | 4 | -3 | 7 | 2 | -20 | -7 | 2
N#Cc1ccc(C(=O)Nc2nnc(-c3ccccn3)o2)cc1 | 51* | 58* | -8 | -8 | 5 | -8 | 12 | -13
COc1ccc(N2CCN(C(=O)CNC(=O)c3ccco3)CC2)cc1 | -2 | 3 | -4 | -1 | 6 | 3 | -6 | -2
Cc1ccccc1-c1nc(CS(=O)CC(=O)NC(C)CCc2ccccc2)c(C)o1 (configuration not stated) | -4 | 2 | 7 | 31 | -9 | 6 | -23 | -8
Cc1nn2c(=O)cc(CSCC(=O)Nc3ccccc3Cl)nc2s1 | 9 | 8 | -2 | 15 | -5 | -1 | -8 | -6
COC(=O)Cc1c(O)ccn(Cc2cccc(C(F)(F)F)c2)c1=O | -7 | 0 | -13 | -4 | 8 | -4 | 13 | 0
CCCCCn1c(CN2CCCCC2C)nc2c1c(=O)n(C)c(=O)n2C (configuration not stated) | -8 | -5 | -1 | 6 | 0 | 13 | -29 | -3
Cc1nc2ccccc2nc1OCC(=O)Nc1ccc2ccccc2c1 | 0 | 3 | 13 | -1 | -6 | -5 | 21 | -5
CC(OC(=O)C1CCC1)C(=O)Nc1cc(Cl)cc(Cl)c1 (configuration not stated) | -5 | -5 | 1 | 14 | 10 | 0 | -6 | -8
Cn1c(=O)c2c(nc(NC3CCCCC3)n2CC(O)COc2ccccc2)n(C)c1=O (configuration not stated) | -5 | 6 | -5 | 19 | 11 | 12 | 19 | 9
O=C(NCc1ccco1)C(c1cccnc1)N(C(=O)Cn1nnc2ccccc21)c1ccccc1 (configuration not stated) | -6 | -6 | -1 | -4 | -7 | 1 | -2 | -9
CN(C)c1cc(Nc2cccc(O)c2)c([N+](=O)[O-])c2nonc12 | 4 | -4 | 1 | -3 | 15 | 2 | 9 | -17
CCN1CCCC1CNC(=O)c1ccc(Sc2ccccc2Cl)c([N+](=O)[O-])c1 (configuration not stated) | -7 | 4 | 5 | -4 | -13 | 5 | -27 | 28
CN(C)C(CNC(=O)c1ccc(C(F)(F)F)cc1)c1ccco1 (configuration not stated) | -12 | -5 | -6 | 5 | -9 | 3 | -7 | 1
COc1ccc(CNCc2cccc(OC)c2OC)cc1Br | -9 | -7 | 9 | 11 | -1 | 8 | 1 | -2
CC1=Nn2c(nnc2-c2cc(C)[nH]n2)SC1 | -9 | 11 | -7 | -5 | -1 | 16 | 7 | 0
O=C(Cn1nnc(-c2ccccc2NC(=O)c2ccco2)n1)Nc1ccccc1 | -1 | -6 | -6 | -5 | 34 | -1 | -1 | 12
Next results:
SMILES | SENP8 inh | SENP7 inh | HKDC1 inh | Apaf1 inhib | Jurkat NFkB inh | Gli-Sufu block | 697 NFkB inh | UBC13 polyUb
CCCn1c(NC(=O)c2ccc(Cl)c(S(=O)(=O)N3CCCC3)c2)nc2ccccc21 | -5 | 9 | -16 | 14 | 6 | -2 | -8 | -10
OCCNc1nc(Nc2ccc(Cl)cc2)nc(N2CCCC2)n1 | 1 | 1 | 0 | 12 | -7 | 13 | -14 | 21
CCOC(=O)c1[nH]ncc1CN1CCCC(C(=O)c2cccc(OC(C)C)c2)C1 (configuration not stated) | -6 | 1 | -8 | 3 | -10 | 17 | -5 | 16
COc1ccc(S(=O)(=O)Nc2c(C(=O)O)[nH]c3ccc(OC)cc23)c(OC)c1 | 5 | 2 | 14 | 15 | -1 | -10 | -11 | -35
CN1CCN(C(=O)/C(=C/c2cn(C)c3ccccc23)NC(=O)c2ccccc2)CC1 | -10 | -25 | -4 | 4 | -1 | -2 | -3 | -12
CCN(CC)S(=O)(=O)c1ccc(N2CCOCC2)c(NC(=O)C(=O)c2c(-c3ccccc3)cc3ccccn23)c1 | 3 | 6 | -8 | 5 | 5 | 9 | 11 | 4
CCOC(=O)c1c(NC(=O)c2cc(C(C)C)on2)sc(C(C)=O)c1C | -1 | -5 | -3 | 7 | -5 | 7 | -7 | 17
Cc1ccc2c(c1)N(C(=O)CCC(=O)N1CCN(c3ccccc3)CC1)CCO2 | 0 | -4 | 1 | 1 | 14 | 0 | 12 | -1
O=C(COC(=O)CCCNC(=O)c1ccc(Cl)cc1)Nc1cc(Cl)c(Cl)cc1Cl | -16 | 0 | -8 | 22 | 14 | -3 | 7 | 1
CS(=O)(=O)NCc1ccccc1Br | 7 | 6 | . | -3 | -5 | . | 9 | 3
Nc1nc(SCC(=O)O)[nH]c(=O)c1NC(=O)c1ccco1 | -7 | 0 | 6 | 0 | 1 | -3 | 5 | -8
Cc1cc(C(=O)OCC(=O)NCCc2ccc(S(N)(=O)=O)cc2)c2ccccc2n1 | -3 | 0 | -3 | -18 | -7 | 6 | -2 | -2
COc1ccccc1C(=O)NCc1ccc(-c2nc3ccccc3s2)cc1 | -17 | -1 | -3 | 17 | 7 | -14 | 10 | -8
CC(OC(=O)/C(C#N)=C/c1ccco1)C(=O)N(C)c1ccccc1 (configuration not stated) | -12 | -1 | -6 | 6 | 0 | -4 | 3 | -23
CC1(C)CC(=O)c2cc(C(=O)N3CCCC(C)(C)C3)c(=O)n(-c3ccccc3)c2C1 | 2 | -6 | -9 | -5 | 10 | -4 | 15 | 2
CCOc1ccccc1/C=N/n1c(C2CCCCC2)n[nH]c1=S | 2 | 2 | 3 | 17 | -10 | 1 | -49 | -5
Clc1cccc(Cl)c1CSc1nnc(-c2sccc2-n2cccc2)o1 | 5 | 1 | -1 | 14 | 10 | 12 | 6 | 6
Cc1ccc(S(=O)(=O)NCCC(=O)NCC(c2ccc(F)cc2)N2CCOCC2)cc1 (configuration not stated) | -5 | -4 | -7 | 10 | 7 | -4 | -20 | -12
COCC(C)n1c(SCC(=O)Nc2ccc3c(c2)OCCO3)nc2ccccc2c1=O (configuration not stated) | 3 | 4 | -5 | 3 | -13 | -3 | -29 | 5
COc1ccc(/C=C/C(=O)Nc2cc(S(=O)(=O)N3CCOCC3)ccc2N2CCCC2)cc1OC | -11 | -7 | 0 | 11 | -6 | -7 | 19 | -16
Cc1ccc2c(Cn3ccnc3)cc(=O)oc2c1C | -14 | -7 | 0 | 13 | -9 | -5 | -2 | -6
O=C(NCCC1=CCCCC1)c1ccc(-n2cncn2)cc1 | -21 | -9 | 6 | 14 | -77 | -57 | -72 | 0
Cc1ccc2nc(NC(=O)Cc3cccs3)sc2c1 | 36 | 54* | 1 | 12 | -95 | -58 | -107 | -4
O=[N+]([O-])c1ccc(N2CCN(S(=O)(=O)c3ccccc3[N+](=O)[O-])CC2)cc1NCc1cccnc1 | -3 | 7 | 12 | -12 | -14 | 36 | -31 | -4
O=C(OCc1nnc(-c2ccc(Cl)cc2)o1)c1ccc(O)cc1 | -9 | 4 | -8 | 6 | -4 | -7 | 8 | 5

The list goes on (two carried over from the part before).
SMILES | SENP8 inh | SENP7 inh | HKDC1 inh | Apaf1 inhib | Jurkat NFkB inh | Gli-Sufu block | 697 NFkB inh | UBC13 polyUb
O=[N+]([O-])c1ccc(N2CCN(S(=O)(=O)c3ccccc3[N+](=O)[O-])CC2)cc1NCc1cccnc1 | -3 | 7 | 12 | -12 | -14 | 36 | -31 | -4
O=C(OCc1nnc(-c2ccc(Cl)cc2)o1)c1ccc(O)cc1 | -9 | 4 | -8 | 6 | -4 | -7 | 8 | 5
O=C(OCc1cccc2ccccc12)C1CC(=O)N(c2ccccc2)C1 (configuration not stated) | -5 | 4 | -3 | 5 | -2 | 3 | 14 | -1
Cc1nc(-c2ccccc2)nc(Cl)c1Cl | 5 | 1 | -8 | -1 | -2 | 4 | 15 | -1
Cc1ccccc1NC(=O)c1c(C)nn(-c2ccccc2)c1Cl | -8 | 6 | -9 | 7 | -29 | -22 | -19 | 6
CN(Cc1cnn(Cc2ccccc2)c1)C(=O)CN=C1NS(=O)(=O)c2ccccc21 | -8 | 3 | -6 | -12 | 7 | -3 | 22 | 3
Cc1nnc(NC(=O)CSc2nnc(Cc3cccn3C)n2-c2ccccc2)s1 | 6 | -7 | -2 | -6 | 2 | -18 | 11 | 7
CC1CCc2sc3ncnc(N4CCOCC4)c3c2C1 (configuration not stated) | 3 | 6 | -8 | 9 | -2 | -72 | -9 | 2
CN1CCc2cc3c(c4c2[C@H]1[C@H](O)c1ccccc1-4)OCO3 | 16 | 43 | 13 | 48* | -14 | 14 | -10 | -85
Cc1ccc(S(=O)(=O)N(C)C)cc1NC(=O)C(C)OC(=O)C1CCC1 (configuration not stated) | -3 | -2 | -1 | -2 | -79 | 8 | 8 | -9
CC(C)c1ccc(N2C=Nc3ccc(C(C)C)cc3C2)cc1 | -10 | -3 | 2 | 22 | 2 | 6 | -24 | 13
O=S(=O)(NCc1cn2ccsc2n1)c1ccc(Oc2ccccc2)cc1 | 7 | 4 | 5 | -5 | 36 | -26 | -38 | 8
Clc1cc(Cl)c2nc(N3CCCCC3)sc2c1 | 27 | 47 | -2 | 14 | -52 | -82 | -109 | -8
CCCC(=O)Nc1ccc2c(c1)nc(CCN1CCN(c3ccccn3)CC1)n2C | 4 | 7 | -3 | 1 | -13 | -9 | 7 | 4
CCCCN=C1SC(C(=O)Nc2sc3c(c2C(=O)OC)CCC3)C(N)=C1C(=O)N1CCOCC1 (configuration not stated) | 12 | -3 | -12 | -10 | 4 | 6 | 13 | -2
COc1ccc(N2C(=O)c3ccccc3C2=O)cc1 | 1 | 14 | -3 | -8 | -8 | -5 | 7 | -8
CCC(=O)NCCc1cc2ccc(C)cc2[nH]c1=O | -16 | -6 | -3 | 9 | -6 | 7 | 13 | 3

Some of these compounds in order of the SENP7 inh value, smallest number first:
mol | SENP7 inh
CCCCN=C1SC(C(=O)Nc2sc3c(c2C(=O)OC)CCC3)C(N)=C1C(=O)N1CCOCC1 (configuration not stated) | -3
Cc1ccc(S(=O)(=O)N(C)C)cc1NC(=O)C(C)OC(=O)C1CCC1 (configuration not stated) | -2
Cc1nc(-c2ccccc2)nc(Cl)c1Cl | 1
O=C(OCc1cccc2ccccc12)C1CC(=O)N(c2ccccc2)C1 (configuration not stated) | 4
CC1CCc2sc3ncnc(N4CCOCC4)c3c2C1 (configuration not stated) | 6
Clc1cc(Cl)c2nc(N3CCCCC3)sc2c1 | 47

Screens from PubChem BioAssay.
